LMPTP block – LMPTP (human) inhibition | inhibition, % at 20 µM | P24666 | 360,000 tested, 0.22% active | recombinant LMPTP-A, OMFP fluorogenic substrate, fluorescence intensity | AID 651560;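 active means compounds that cut the enzyme signal by at least half of the control window in the single-dose screen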;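 further: plate controls were DMSO wells with enzyme plus substrate for no effect and substrate without enzyme for full effect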
Target sequence (P24666 whole entry, looked up): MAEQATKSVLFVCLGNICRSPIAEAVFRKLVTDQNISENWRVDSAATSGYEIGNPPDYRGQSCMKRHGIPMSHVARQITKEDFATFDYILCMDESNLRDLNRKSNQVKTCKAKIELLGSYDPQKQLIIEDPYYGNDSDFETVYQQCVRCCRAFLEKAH
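Assay system: LMPTP-A enzyme. Input: 0.625 nM LMPTP-A final. Probe or stimulus: 400 µM OMFP. Compound dosing: single 20 µM dose. Schedule: 50 min dark incubation at room temperature. Detection: fluorescence intensity of OMFP turnover product. Read-out: percent inhibition versus substrate-only and uninhibited controls. Benchmarks: no-enzyme low control, uninhibited high control.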
TbMetRS inhib – Trypanosoma brucei MetRS inhibition; purified T. brucei MetRS, ATP depletion, Kinase-Glo luminescence; inhibition, % at 11.9 µM; 360,000 tested, 0.4% active; AID 624268;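 active means inhibition above a per-plate cutoff of the control wells' mean inhibition plus 3 SD, cut at about 5.5% in these data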;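 further: 0% = DMSO wells median and 100% = median of wells with control inhibitor compound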
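Test system – parasite MetRS enzyme · Reagent – substrates ATP, L-methionine and bulk Escherichia coli tRNA · Doses – 11.9 µM compound single dose, 0.9% DMSO · Times – 15 min enzyme-compound preincubation, 2 h reaction, 10 min detection, 25 °C · Signal – Kinase-Glo luminescence, ATP depletion format · Controls – DMSO-only wells as low control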
Scp-1 inhibitor – inhibitors of human Scp-1 phosphatase | Q9GZU7 | Recombinant Scp1, phosphopeptide, malachite green phosphate absorbance | inhibition, % at 20 µM | 340,000 tested, 0.88% active;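 active means inhibition above about 50% at 20 µM, limit read from the data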;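 further: plate controls were DMSO wells with enzyme for no effect and wells lacking enzyme for full effect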
Target sequence (Q9GZU7 76-261 limits assumed): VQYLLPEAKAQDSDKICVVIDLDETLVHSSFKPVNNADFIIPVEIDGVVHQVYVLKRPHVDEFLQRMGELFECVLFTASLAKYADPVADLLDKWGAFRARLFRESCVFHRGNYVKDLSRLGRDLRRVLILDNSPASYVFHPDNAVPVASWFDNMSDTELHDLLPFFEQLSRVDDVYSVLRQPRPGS
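Material: truncated SCP-1 phosphatase (76-261aa) / Buffer or medium: 50 mM Tris acetate pH 5.5, 0.005% Tween-20, 10 mM MgCl2 / Compound dosing: one concentration, 20 µM, with 1.0% DMSO / Incubation: 45 min room-temperature reaction, 5 min colour, 30 min stabiliser / Detection: colorimetric free-phosphate detection, absorbance 630 nm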
SUMO1 PPI mod – alters human SUMO1 binding to SIM partners. SUMO1 binding to a labelled peptide, TR-FRET, 1 h. 360,000 tested, 0.33% active. inhibition, % at 20 µM. P63165; in the data active means inhibition above about 37%
Target sequence (P63165 whole entry, looked up): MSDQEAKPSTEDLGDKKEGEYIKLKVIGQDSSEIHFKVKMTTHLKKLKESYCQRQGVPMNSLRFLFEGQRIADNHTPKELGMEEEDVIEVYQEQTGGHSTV
MsrA inh – inhibits bovine methionine sulfoxide reductase A; purified bovine MsrA, absorbance read-out; inhibition, % at 15.5 µM; 360,000 tested, 0.75% active; in the data active means inhibition above about 4.5%;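 further: 0% = vehicle wells with enzyme and 100% = reference inhibitor wells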
DNMT1 inh – inhibitors of human DNMT1; DNMT1 molecular beacon, Hinp1I cleavage, fluorescence; inhibition (reported as % activation of signal), % at 10 µM; 360,000 tested, 0.83% active; AID 588458; in the data active means inhibition above about 50%
STEP block – inhibitors of human striatal-enriched phosphatase STEP; inhibition, % at 20 µM; 360,000 tested, 0.25% active; recombinant STEP, OMFP fluorogenic substrate, fluorescence; P54829;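 active means inhibition at 20 µM, scaled per plate between control wells, above about 37%, limit read from the data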;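 further: 0% = DMSO with enzyme and substrate and 100% = substrate only without enzyme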
Target sequence (P54829 whole entry, looked up): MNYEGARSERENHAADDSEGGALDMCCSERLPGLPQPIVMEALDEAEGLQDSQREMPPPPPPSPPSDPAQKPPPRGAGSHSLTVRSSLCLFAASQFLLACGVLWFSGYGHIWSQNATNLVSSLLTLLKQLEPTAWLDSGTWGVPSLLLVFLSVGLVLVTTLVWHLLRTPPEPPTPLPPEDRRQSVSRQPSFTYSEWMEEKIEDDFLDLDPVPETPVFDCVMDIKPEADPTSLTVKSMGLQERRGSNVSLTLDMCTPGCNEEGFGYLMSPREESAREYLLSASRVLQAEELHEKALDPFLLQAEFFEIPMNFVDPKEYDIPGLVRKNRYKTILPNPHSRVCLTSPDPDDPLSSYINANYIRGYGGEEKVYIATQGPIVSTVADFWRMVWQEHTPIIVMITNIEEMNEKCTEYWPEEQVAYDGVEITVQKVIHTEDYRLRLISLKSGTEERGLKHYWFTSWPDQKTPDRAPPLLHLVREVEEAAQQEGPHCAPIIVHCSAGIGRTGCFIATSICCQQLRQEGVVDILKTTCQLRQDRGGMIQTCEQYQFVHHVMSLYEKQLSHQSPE
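Assay system: isolated STEP enzyme. Buffer or medium: pH 6.0 Bis-Tris with DTT and Tween 20. Also added: fluorogenic phosphatase substrate OMFP at 25 µM final. Dosing: 20 µM, 1% DMSO. Timing: 20 min reaction, room temperature, in the dark. Measured by: fluorescence intensity, excitation 480 nm, emission 540 nm. Evaluation: normalized % inhibition.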
CSN deneddyl inh – inhibitors of human CSN-mediated cullin deneddylation | 360,000 tested, 0.38% active | Purified CSN, SCF-Nedd8-OG deneddylation, fluorescence polarization | inhibition, % at 12.5 µM | AID 651999 | Q92905;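 active means pattern-corrected inhibition above about 35%, with an unprinted fluorescence ratio check between 0.5 and 1.5, limit read from the data, passing the limit was not always enough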;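 further: 0% = enzyme with substrate and 100% = substrate without enzyme; some results filed as inactive read as strong as hits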
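Test system: purified human Csn5 enzyme expressed in HEK293T cells. Amount: 0.24 nM enzyme. Reagent: SCFSkp2-Nedd8OG substrate at 10 nM final. Schedule: 90 min incubation of compound, enzyme and substrate at room temperature. Detection: fluorescence polarization. Read-out: % inhibition of substrate cleavage by Csn5.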
NadD block – blocks S. aureus nicotinate mononucleotide adenylyltransferase; AID 602399; purified NadD enzyme, colorimetric absorbance read-out; 360,000 tested, 0.78% active; inhibition, % at 20 µM; in the data active means inhibition above about 26%; further: some compounds past the cut are filed as inactive
Rpn11 inh – blocks the human proteasome subunit Rpn11 | 360,000 tested, 0.59% active | O00487 | AID 588493 | human 26S proteasome, Ub4-pepOG fluorescence polarization; 20S core pre-blocked with epoxomicin | calls only at 20 µM;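 active means inhibition at 20 µM, scaled to each plate's controls, above about 33%, limit read from the data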
Active calls of the source: *; i = inactive; x = not tested or not shown.

Values run as follows: NadD block | MsrA inh | DNMT1 inh | Rpn11 inh | TbMetRS inhib | STEP block | CSN deneddyl inh | Scp-1 inhibitor | LMPTP block | SUMO1 PPI mod
> Cc1cccc(N2CCN(C(=S)NC3CCCCC3)CC2)c1C
 : -3 | -0.2 | 1 | i | -1.4 | -3 | 1 | 9 | -0.4 | 7
> CCc1nnc(NC(=O)c2nc3nccc(C)n3n2)s1
 : -5 | 1.4 | 2 | i | 0.4 | 0 | 4 | 1 | -0.2 | -3
> Cn1c(O)c(C=Nc2ccc(N3CCOCC3)cc2)c(=O)n(C)c1=S
 : 3 | 1.5 | 0 | i | -0.5 | 0 | 1 | -1 | -0.2 | -9
> COc1ccc(CCNC(=O)c2ccc3ccccc3n2)cc1OC
 : -1 | 0.0 | -1 | i | 0.3 | 0 | 7 | -9 | -0.2 | -4
> CC(CNS(=O)(=O)c1ccccc1)Sc1ncccn1 (configuration not stated)
 : -5 | 0.8 | -7 | i | -0.1 | -1 | -1 | -7 | 0.8 | -3
> CC(C)c1ccc(NC(=S)Nc2ccc3[nH]c(=O)[nH]c3c2)cc1
 : -5 | -1.4 | 1 | i | 3.5 | 2 | 2 | -11 | 0.7 | -5
> O=C(N/N=C/c1cc([N+](=O)[O-])ccc1O)c1cccc(NC(=O)c2cccc(Cl)c2)c1
 : 63* | 1.2 | 40 | i | -0.4 | 36 | 13 | 17 | 33 | 27
> CCOC(=O)c1cccc(NC(=O)c2ccc(NC(=O)c3ccco3)cc2)c1
 : -8 | 0.4 | -3 | i | -0.7 | 0 | -3 | -5 | 1.0 | -2
> Cc1ccc(-n2nc(C(=O)O)cc2-c2ccccc2)cc1
 : 0 | -0.7 | 5 | i | -0.6 | 1 | 1 | 0 | -1.5 | 12
> Cc1ccc2cc(CN(CCN3CCCC3)C(=O)Nc3ccccc3)c(=O)[nH]c2c1C
 : 5 | 0.9 | -1 | i | -1.0 | -2 | 10 | 1 | 1.0 | 10
> O=C(c1ccc(Cl)nc1)N1CCC(Cc2ccccc2)CC1
 : -6 | 0.0 | -1 | i | 0.2 | -1 | 1 | -5 | -0.5 | 1
> O=C(NCc1cccnc1)c1cccc(-c2cc3ccccc3oc2=O)c1
 : 4 | 1.8 | 1 | i | 0.1 | 2 | 1 | -10 | 0.6 | -22
> CCOC(=O)C1=C(COC(=O)/C=C/c2ccc(SC)cc2)NC(=O)NC1C (configuration not stated)
 : -7 | 1.5 | 0 | i | -0.5 | 1 | 1 | -9 | 0.4 | -22
> COc1ccc(Cc2nnc(SCC(=O)N(C)CC(=O)Nc3ccc(C)cc3)o2)cc1
 : -5 | 2.0 | 1 | i | -0.1 | 1 | 7 | -10 | -0.3 | 2
> COc1ccc(NC(=S)N(Cc2ccc(C(=O)O)cc2)Cc2ccc(OC)c(OC)c2)cc1
 : -1 | -0.3 | -5 | i | -0.3 | 33 | -5 | -8 | 0.4 | 8
> O=C(N/N=C/c1cccs1)c1ccccn1
 : 5 | 3.5 | 2 | i | -0.4 | -3 | 4 | -1 | -1.1 | -10
> CC(=O)N1CCc2c(sc(NC(=O)Cc3ccc(F)cc3)c2C#N)C1
 : -3 | 0.9 | 2 | i | -1.0 | -1 | 0 | 9 | 0.0 | 0
> COc1ccc(C)cc1NC(=O)Nc1cccc(C(=O)O)c1
 : -7 | 1.2 | 1 | i | -0.5 | 1 | -15 | -7 | -0.4 | 4
> Cc1ccn2c(CNCCn3cccn3)c(C(=O)N3CCCCCC3)nc2c1
 : 0 | 1.5 | 0 | i | 1.3 | 0 | -6 | -7 | -0.3 | 1
> Cc1ccc(-c2nn(-c3ccc(F)cc3)cc2C(=O)N2CCN(C3CCS(=O)(=O)C3)CC2)cc1 (configuration not stated)
 : 1 | 0.0 | -1 | i | -0.1 | -2 | 1 | -5 | -1.4 | -4
> Cc1[nH]c(=O)c(C#N)cc1-c1ccncc1
 : 0 | 0.9 | 4 | i | -1.2 | -6 | -8 | -1 | -1.1 | -3
> CC(=O)n1cc(Nc2ccccc2C(=O)O)c2ccccc21
 : 1 | 0.4 | -1 | i | -0.8 | 1 | -1 | -9 | -2.0 | 8
> Cn1c(=O)c([N+](=O)[O-])c(Cl)c2ccccc21
 : -1 | 1.2 | 4 | i | -0.3 | 6 | -2 | 2 | -1.4 | 0
> CC(C)(C)NC(=O)C(=O)NNC(=O)c1ccco1
 : 4 | 1.4 | -43 | i | -1.0 | 1 | 2 | -8 | 0.6 | 1
> O=C(CCNC(=O)c1ccco1)NCCc1ccc(Cl)cc1
 : 3 | 0.2 | 3 | i | -0.7 | 0 | -1 | 2 | 0.5 | 5
> Cc1csc(NC(=O)COCC(=O)O)c1-c1nc2ccccc2s1
 : 1 | 1.3 | 6 | i | -0.2 | 8 | 3 | 33 | 0.9 | 10
> COc1cc(OC)cc(C(=O)N[C@H](C(=O)Nc2nc3ccc(S(C)(=O)=O)cc3s2)C(C)C)c1
 : -7 | -0.9 | 0 | i | -0.5 | -5 | 2 | -2 | -0.7 | -4
> O=C(NC1CCCCC1)N(Cc1nc2ccccc2c(=O)[nH]1)C1CCCC1
 : -5 | 1.1 | 1 | i | 0.1 | -1 | -1 | 3 | -0.2 | 2
> COc1ccc(C2=[N+]([O-])C(C)(C)N(O)C2C)cc1 (configuration not stated)
 : 1 | 0.5 | 1 | i | -1.1 | -3 | 0 | -8 | -0.5 | 1
> CCOc1cc(/C=C2\C(=O)N(c3cccc(C(F)(F)F)c3)C(=O)c3ccccc32)ccc1O
 : 17 | 2.4 | -9 | i | 0.6 | 1 | -2 | -18 | 1.8 | 1
> O=C(C1CCCC1)N1CCN=C1SCc1cccc([N+](=O)[O-])c1
 : -1 | 0.5 | 0 | i | -0.6 | 2 | 7 | 5 | -0.5 | -22
> CC(C)(C)NC(=O)CSc1nc(O)cc(=O)n1-c1ccccc1F
 : -2 | 1.4 | 12 | x | 0.0 | -9 | 56* | 3 | -1.0 | -1
> Cc1c(N=C2C=C(Br)C(=O)C(Br)=C2)c(=O)n(-c2ccccc2)n1C
 : 26 | 0.9 | -6 | i | 0.9 | 4 | 3 | -8 | 1.6 | 11
> COC(=O)c1cnc2c(C(F)(F)F)cccc2c1OC
 : 0 | -0.1 | 2 | i | -0.5 | 3 | 2 | 2 | -0.1 | -1
> Cc1ccc(S(=O)(=O)NNC(=S)NCCc2ccccc2)cc1
 : -8 | -0.3 | -2 | i | -1.3 | 0 | 4 | -1 | 0.0 | 2
> Cc1ccc(O)c(C(=O)c2coc(=N)c(C(=O)NC(C)C)c2)c1
 : 4 | 1.9 | -3 | i | -0.4 | -2 | 4 | -8 | -1.5 | 2
> COc1cc(Br)c(CN2C(=O)NC3(CCCCCC3)C2=O)cc1OC
 : -8 | 2.0 | 0 | i | -0.2 | 1 | -2 | 4 | 0.1 | 38
> Cc1ccccc1CSc1nnc(CCCCCNC(=O)OC(C)(C)C)o1
 : -7 | 1.3 | 4 | i | 0.5 | 0 | 0 | -4 | 1.3 | 4
> C=CCC[C@@H](Cc1ccc(F)cc1)C(=O)OC[C@@H](NC(=O)[C@H](CC=C)CC(=O)NCCO)C(C)(C)C
 : -2 | -0.8 | 2 | i | -0.3 | 0 | -1 | -2 | 1.6 | 2
> COc1ccc(/C=C/c2nc3ccccc3n2Cc2ccc(OC)c(OC)c2)cc1
 : 5 | 2.1 | -9 | i | -1.6 | 3 | -1 | 9 | 4.1 | -4
> O=C(NCCN1C(=O)S/C(=C\c2ccc(OC(F)F)cc2)C1=O)C1=COCCO1
 : 3 | x | 1 | i | -0.6 | 1 | -1 | -1 | 0.6 | -14
> Cc1nc(Cl)cc(N/N=C/c2ccc(O)cc2)n1
 : -7 | 1.6 | 6 | i | 2.2 | -1 | 4 | -6 | -0.2 | -6
> Cc1ccc(CNc2ncnc3ccc(-c4ccoc4C)cc23)o1
 : -1 | 0.9 | -6 | i | -0.7 | 2 | 6 | x | 0.3 | -1
> Cc1ccc(CNC(=O)CN(C)S(=O)(=O)c2cccc3nsnc23)cc1
 : -8 | 1.2 | 3 | i | -1.1 | 3 | 2 | -4 | -2.0 | -26
> O=C(CSc1nnnn1C1CCCCC1)Nc1ccccc1N1CCOCC1
 : 9 | -1.1 | 2 | i | -0.4 | -5 | 3 | -1 | 0.0 | 4
> O=C(CC12CC3CC(CC(C3)C1)C2)N1CCCC1
 : 4 | -0.1 | -1 | i | -0.8 | 0 | 5 | -8 | -0.5 | 1
> COC(=O)C(CCSC)NC(=O)c1cc2c(n(-c3ccc(C)cc3)c1=O)CCCC2=O (configuration not stated)
 : -6 | 5.5* | -1 | i | -0.9 | 4 | 3 | -6 | -0.7 | 1
> CN(CC(=O)Nc1ccc(N2CCOCC2)cc1)C(=O)CCNC(=O)c1ccccc1Cl
 : 1 | 0.8 | -4 | i | -0.4 | -1 | -2 | 2 | 0.8 | 5
> Cc1cc(N/N=C2/CCCc3ccccc32)nc2ccccc12
 : 7 | 0.4 | 0 | i | -0.2 | 2 | 17 | 5 | 10.0 | -1
> CN1CCN(C(=O)c2ccc(N(C)S(=O)(=O)c3cccs3)cc2)CC1
 : 8 | -0.1 | 3 | i | -0.2 | -1 | 1 | -4 | -0.3 | -3
> CC1CCCN(CCCNC(=O)c2nn(C)c3c2CSc2ccccc2-3)C1 (configuration not stated)
 : -6 | 0.5 | -2 | i | -0.5 | -3 | 0 | 3 | 1.5 | -3
> Cc1ccc(NC(=O)c2cccc3c2-c2ccccc2C3=O)cc1C
 : -4 | 0.6 | 3 | i | -0.3 | 0 | -2 | -12 | 2.9 | -22
> O=C(COC(=O)COc1ccccc1)Nc1cccnc1Cl
 : -2 | -0.4 | -4 | i | 0.1 | 4 | 5 | -3 | -0.8 | 4
> CCn1cc(SCC(=O)NCc2ccc3c(c2)OCO3)c2ccccc21
 : -4 | 0.7 | -2 | i | -0.3 | 3 | -1 | -1 | 0.3 | 2

Full records from above.
Cc1nc(Cl)cc(N/N=C/c2ccc(O)cc2)n1 is entered as NadD block: -7; MsrA inh: 1.6; DNMT1 inh: 6; Rpn11 inh: i; TbMetRS inhib: 2.2; STEP block: -1; CSN deneddyl inh: 4; Scp-1 inhibitor: -6; LMPTP block: -0.2; SUMO1 PPI mod: -6
Cc1ccc(CNC(=O)CN(C)S(=O)(=O)c2cccc3nsnc23)cc1 is entered as NadD block: -8; MsrA inh: 1.2; DNMT1 inh: 3; Rpn11 inh: i; TbMetRS inhib: -1.1; STEP block: 3; CSN deneddyl inh: 2; Scp-1 inhibitor: -4; LMPTP block: -2.0; SUMO1 PPI mod: -26
